Compound activity as filed in PubChem BioAssay.
HCMV inh = qHTS Assay for inhibitors of the human cytomegalovirus (HCMV); activity change, negative = inhibition, % at 57.5 µM; HFF cells, HCMV-luciferase reporter, 72 h; stronger effect = lower value; hit rate 4.5% among 410,000; AID 1259415, 2018; in the data active = activity change below about -60%; inconclusive = no clear call, values can overlap the other calls; inactive = above about -39%
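Steps: HFFs plated, 16 h 37C; compounds added; HCMV-luciferase added to MOI 1 PFU/cell; 72 h 37C; OneGlo reagent, 5 min room temperature; luminescence read, normalized to controls.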
Giardia FBPA inh = qHTS Assay for Inhibitors of Fructose-1,6-bisphosphate Aldolase from Giardia Lamblia. A8B2U2. purified Giardia FBPA. Potency, µM (doses to about 59.6 µM), for inactives: at the top dose activity, negative = inhibition, usual class: inhibitors. hit rate 0.71% among 290,000; note: potency is the fitted concentration of half-maximal effect; nearly all actives have a fitted effect of over 55% in size
Target sequence (A8B2U2 whole entry, looked up): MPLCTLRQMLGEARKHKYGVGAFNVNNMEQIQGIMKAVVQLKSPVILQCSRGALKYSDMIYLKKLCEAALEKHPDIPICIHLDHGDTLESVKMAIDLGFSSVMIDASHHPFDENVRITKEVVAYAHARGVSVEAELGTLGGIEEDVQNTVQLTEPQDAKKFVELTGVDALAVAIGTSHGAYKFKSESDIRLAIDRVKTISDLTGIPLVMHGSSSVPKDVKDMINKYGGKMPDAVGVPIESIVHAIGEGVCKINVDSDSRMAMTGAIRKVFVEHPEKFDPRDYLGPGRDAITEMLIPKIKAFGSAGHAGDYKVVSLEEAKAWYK
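40 nM FBPA preincubated 10 min at RT with compound (up to 57.5 uM final), then substrate plus GAPDH/TPI/NAD/arsenate coupling and diaphorase/resazurin added. Fluorescence read after 20 min at RT, 525/598 nm.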
HCV inhibitor = qHTS Assay for Inhibitors of Hepatitis C Virus (HCV) | Potency, µM (titrated, usually from 41.8 µM), for inactives: at the top dose activity change, negative = inhibition, most hits filed as inhibitors | hit rate 3.4% among 340,000 | Huh7.5.1 HCVcc-Cre infection, luciferase reporter, 44 h; note: potency is the fitted concentration of half-maximal effect
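HCVcc-Cre virus at an moi near 0.5 was added right after compound to cells cultured 4 h from seeding (1,000 cells/well). Luciferase activity was determined 44 h later, 15 min after substrate addition at RT.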
AmpC inh detg = qHTS Inhibitors of AmpC Beta-Lactamase (assay with detergent); P00811; AmpC hydrolysis of nitrocefin, absorbance 480 nm, 0.01% Triton; Potency, µM (titrated, usually from 114 µM), inactives show at the top dose activity change, negative = inhibition, actives largely listed as inhibitors; hit rate 0.041% among 370,000; AID 485294, 2010;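 note: potency is the fitted concentration of half-maximal effect; 0% = no-compound wells and -100% = no-enzyme wells; nearly all actives have a fitted effect of over 25% in size; some results filed as inactive show a strong effect at the top dose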
Target sequence (P00811 whole entry, looked up): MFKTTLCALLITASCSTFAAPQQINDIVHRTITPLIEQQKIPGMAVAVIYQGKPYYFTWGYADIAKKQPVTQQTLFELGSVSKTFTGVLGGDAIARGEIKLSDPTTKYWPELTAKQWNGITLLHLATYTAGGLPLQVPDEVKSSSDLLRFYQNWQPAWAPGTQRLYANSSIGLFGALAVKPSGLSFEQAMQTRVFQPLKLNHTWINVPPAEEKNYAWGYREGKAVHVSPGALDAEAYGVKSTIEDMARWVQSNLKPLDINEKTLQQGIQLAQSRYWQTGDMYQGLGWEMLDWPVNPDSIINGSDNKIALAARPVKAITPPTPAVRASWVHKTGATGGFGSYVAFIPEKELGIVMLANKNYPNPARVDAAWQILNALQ
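20 mM phosphate pH 7.0 + 0.01% (detergent screen) or 0.0001% Triton X-100; 5.3 nM AmpC reagent; cpd preinc 15 min RT; nitrocefin (800 uM stock) to start; A480 q20 s × 4 min; Activity was normalised to no-enzyme and no-compound control wells.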
AMA1-RON2 inh = qHTS for Inhibitors of AMA1-RON; Towards Development of Antimalarial Drug Lead: Primary Screen | AlphaScreen AMA1-biotinylated RON2 peptide binding | Potency, µM (highest dose often 58.2 µM), for inactives: top-dose activity change, negative = inhibition, most hits filed as inhibitors | hit rate 0.2% among 360,000 | AID 720542, 2013;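 note: potency is the fitted concentration of half-maximal effect; 0% = vehicle wells and -100% = peptide control; nearly all actives have a fitted effect of over 45% in size; some results filed as inactive show a strong effect at the top dose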
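AMA1 (3D7) with his tag at 25 nM final met compounds first, then biotinylated RON2 peptide at 25 nM; detection used donor plus acceptor beads, 10 µg/mL apiece, read by AlphaScreen after 30 min at room temperature.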
Sm TGR inh = qHTS Assay for the Inhibitors of Schistosoma Mansoni Peroxiredoxins | purified TGR, DTNB reduction, TNB absorbance 405 nm | hit rate 3% among 360,000 | Potency, µM (highest dose often 114 µM), inactives show at the highest dose activity change, negative = inhibition, most hits filed as inhibitors | Schistosoma mansoni thioredoxin glutathione reductase (TGR), Q962Y6 | AID 485364, 2010; note: potency is the fitted concentration of half-maximal effect; nearly all actives have a fitted effect of over 60% in size
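First, TGR (20 nM dispensed) and NADPH were mixed with compound. Second, a 15 min room-temperature incubation followed. Third, further NADPH and then DTNB were added to start the reaction. Finally, TNB absorbance was monitored kinetically.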
* marks the source's active call; other numbers are inactive results; ? = inconclusive; nt = not tested or not shown; & = joins results of further samples; [ ] = remark or other dose. Unless noted, calls come from the whole dose curve; as a rule, active = well fitted curve in the direction sought with a large enough effect; inconclusive = small, poorly fitted or top-dose-only effect, or another doubt; inactive = no such curve, though single readings can be large; an effect the other way counts as inactive or inconclusive. Unless noted, % is set by controls: 0 for no effect and ±100 for the full control effect.

Second line of a record: AmpC inh detg | Sm TGR inh | Giardia FBPA inh | AMA1-RON2 inh | HCV inhibitor | HCMV inh
- CCCS(=O)(=O)c1nc(S(=O)(=O)c2ccc(C)cc2)c(NC)s1
    24% | -4% | nt | nt | nt | -8
- COc1cccc(CNS(=O)(=O)c2cc3c(cc2C)n(C)c(=O)c(=O)n3C)c1
    -12%&16% | -24%&-2% | -10% | -5% | 17% | 0&1
- CC(C)Cc1cc(C(=O)NCc2cccs2)no1
    ? | 3% | -2% | 3% | 18% | 86
- COc1ccc(S(=O)(=O)N2CCN(C(=O)CCc3c[nH]c4ccccc34)CC2)cc1
    -4% | -6% | nt | -9% | 0% | -20
- Cc1cc(C)n(-c2ccc(C(=O)OCc3nnc(-c4ccccc4)o3)cc2)n1
    ? | 0% | 1% | 6% | -4% | 41
- COc1ccc2nc(N/C(N)=N/C(=S)Nc3c(C)cccc3C)nc(C)c2c1
    -14% | 6% | -4% | 78%[activator] | ? | -71*
- NC(=O)C1CCN(c2ccc(S(=O)(=O)N3CCCCC3)cc2[N+](=O)[O-])CC1
    nt | nt | nt | -16% | -3% | 23
- COc1ccc(OC)c(S(=O)(=O)n2c([N+](=O)[O-])cnc2C)c1
    ? | -22% | -5% | -15% | 21% | 20
- O=C(c1cccc([N+](=O)[O-])c1)N1CCOCC1
    -5% | -18% | 5% | -5% | 32%[activator] | -27
- CN1C(C(=O)NCc2cccc(C(F)(F)F)c2)CC2Cn3c(nc4ccccc43)C21 (stereo unspecified)
    -3% | ? | 1% | 4% | -25% | 3
- O=C(COC(=O)/C=C/c1ccco1)Nc1ncc(C(F)(F)F)cc1Cl
    0% | ? | 0% | -10% | 1% | 32
- COc1ccc(OC)c(NC(=O)CN2C(=O)CSc3ccc(S(=O)(=O)N4CCCC4)cc32)c1
    2% | 13% | 4% | -13% | -1% | -33
- Cc1ccc(N2CC(NC(=O)/C=C\c3ccc4c(c3)OCO4)CC2=O)cc1C (stereo unspecified)
    1% | -2% | nt | nt | nt | 113
- COc1cc(CN2CCCC(C(=O)c3ccc(C(C)(C)C)cc3)C2)cc(OC)c1O (stereo unspecified)
    ? | ? | -22% | -9% | ? | 32
- COc1cc(C(=O)Nn2c(C)nc3ccccc3c2=O)cc(OC)c1OC
    2% | 5% | 14% | -12% | 14% | -17
- CCOC(=O)c1c(NC(=O)c2ccccc2Br)sc2c1CCc1ccccc1-2
    -8% | -21% | -3% | 28% | ? | 4
- CC12CCC(C(=O)Nc3ccc(Cl)cc3)([C@H](Br)C1=O)C2(C)C (stereo partly specified)
    1% | 7% | -9% | 11% | 5% | -61*
- Oc1c(C(c2cccs2)N2CCOCC2)sc2ncnn12 (stereo unspecified)
    ? | 6% | -8% | -3% | 14% | 17
- Cc1ccccc1-c1nc(CS(=O)(=O)CC(=O)NCCN2CCCC2)c(C)o1
    -7% | -20% | -28% | -12% | 0% | 23
- Cc1cc(C)c2c(c1)c(C)cc1nnc(SCC(=O)NCc3ccco3)n12
    -3% | ? | 18% | -14% | 5% | 6
- O=C(c1cccc(Cl)c1)N(Cc1ccco1)C1CCS(=O)(=O)C1 (stereo unspecified)
    -13% | 0% | 9% | 12% | 5% | 12
- CC1CCCCN1CCNC(=O)CCc1nnc2n(Cc3ccccc3)c(=O)c3ccccc3n12 (stereo unspecified)
    ? | -11% | -4% | 3% | ? | -6
- CNC(=O)NC(=O)C(C)OC(=O)c1c2c(nc3ccccc13)/C(=C/c1cccs1)CC2 (stereo unspecified)
    4% | -5% | -9% | -6% | 2.8µM* | -11
- CCN=C1S/C(=C\c2ccc(OCC)c(OC)c2)C(=O)N1CC
    -6% | 0% | 3% | 15% | ? | 20
- O=C(c1ccc2c(c1)N(Cc1ccc(Cl)cc1)C(=O)c1ccccc1S2(=O)=O)N1CCOCC1
    ? | -7% | nt | nt | nt | 11
- Cc1nc(SC(C)C(=O)NCc2ccc3c(c2)OCO3)nc(C)c1C (stereo unspecified)
    nt | nt | nt | -2% | -9% | 21
- CC(=O)Nc1ccc(S(=O)(=O)NCC(=O)OCc2cc(=O)oc3ccc4ccccc4c23)cc1
    -1% | -15% | -6% | 18% | 12% | 65
- CCOC(=O)C1CCN(S(=O)(=O)c2ccc(OC)c(OC)c2)CC1
    -1% | -7% | 14% | 0% | -3% | -22
- C[C@H](NC(N)=O)C(=O)Nc1ccc(N2CCOCC2)c(S(=O)(=O)Nc2ccc(Cl)cc2)c1
    -14% | -4% | nt | -7% | -1% | -40
- O=C(c1cccc([N+](=O)[O-])c1)N1CC2C3C=CC(C3)C2C1 (stereo unspecified)
    -2% | -2% | 5% | 8% | 9% | 31
- CCOC(=O)c1ccc(NS(=O)(=O)c2cc(-c3onc(C)c3C)ccc2C)cc1
    ? | -1% | nt | nt | nt | 32
- O=C(COc1cccc(Cl)c1Cl)NC1CC1
    nt | nt | nt | 16% | -17% | 35
- COc1cc(C(=S)N2CCCCC2)ccc1OCC(=O)Nc1ccc(F)cc1
    ? | 7% | 7% | 0% | ? | -23
- COc1ccc(NC(=O)c2cc3ccc(O)cc3o/c2=N\O)cc1
    ? | -4% | 2% | -1% | 22µM* | 196
- CN1CCN(CCC(C#N)(c2ccccc2)c2ccccc2)CC1
    -10% | 0% | -22% | -3% | 12% | -27
- Brc1ccc(/C=N/N2CCN(C3c4ccccc4-c4ccccc43)CC2)s1
    0% | 0% | 4% | -11% | 8% | -13
- Cc1ccc(CNC(=O)CCCn2c(=O)c3ccccc3n(CC(=O)NCc3ccco3)c2=O)cc1
    ? | -28% | 6% | 0% | 7%&1% | 13
- CC(=O)N1N=C(C)CC1c1ccc(O)cc1 (stereo unspecified)
    -8% | 5% | 1% | -3% | 5% | -34
- Cc1cc(-c2nnc(CCC(=O)N3CCN(Cc4cccc(F)c4)CC3)o2)c(C)o1
    -7% | ? | -3% | -6% | 12% | -6
- Cn1cccc1C(=O)NC(=O)COC(=O)CNC(=O)c1ccc(Cl)cc1Cl
    -2% | 1% | -23% | 14% | 19% | nt
- CN(C)CCN(C(=O)C1CCN(S(=O)(=O)c2cccs2)CC1)c1nc2ccc(F)cc2s1
    -13% | 4% | nt | -1% | -14% | 5
- Cc1ccc(Nc2ncnc(N)n2)cc1C
    -7% | 0% | -5% | 2% | 19% | -39
- Cc1nn(Cc2ccccc2)c2ncccc12
    -8% | -1% | -2% | 10% | 24% | 3
- Cc1cc(C)cc(C(=O)Nc2ccc(N3CCN(S(C)(=O)=O)CC3)cc2)c1
    3% | -2% | -1% | -8% | 5% | ?
- COc1ccc2c(CNCCc3cccs3)c(C(=O)O)n(Cc3ccccc3C)c2c1
    -1% | 1% | nt | nt | nt | 22
- COc1ccc(Cc2nnc(N/N=C/c3ccccc3O)[nH]c2=O)cc1OC
    ? | -12% | ? | -16% | ? | -98*
- C(=N\c1nccs1)/c1c[nH]c2ccccc12
    -7% | 1% | -30% | -7% | 1% | 46
- Cc1ccc(S(=O)(=O)NC(=O)NCCc2ccccc2)cc1
    1% | 9% | 10% | -9% | 17% | ?
- CN(C)c1ccc(NC(=O)COC(=O)CCC(=O)c2ccc(F)cc2)cc1
    -1% | -26% | -20% | -21% | 22% | -24
- CCOC(=O)c1cnn(-c2ccc(OC)cc2)c1C1CCN(C(=O)OC(C)(C)C)CC1
    3% | -2% | nt | nt | nt | -10
- CCN(CC)C(=O)C1CCCN(c2ccc([N+](=O)[O-])cc2)C1 (stereo unspecified)
    -3% | 5% | 0% | -11% | -13% | -36
- CCCS(=O)(=O)N1CCN=C1SCc1cccc(C)c1
    -3% | 4% | 1% | 20% | -8% | ?
- O=C(CN1CCN(CCOCCO)CC1)N1c2ccccc2Sc2ccc(Cl)cc21
    -3% | -7% | -12% | 18% | -19% | nt
- CC(C)COc1nc2ccccc2nc1N1CCN(C)CC1
    1% | -8% | -11% | -9% | -20% | -35
- Cc1cccc(NC(=O)c2sc3nc4c(cc3c2N)CN(Cc2ccccc2)CC4)c1
    10% | 10% | nt | nt | nt | 8
- COc1ccc(CC(=O)NNC(=O)c2c(-c3ccccc3Cl)noc2C)cc1OC
    4% | -12% | 2% | 68%[activator] | 12% | -2
- CC(=O)O[C@H]1c2ccccc2-c2ccccc2[C@@H]1OC(C)=O
    -11% | -9% | 17% | -2% | -1% | 27
- CC(C)Cn1c(=O)oc2ccccc21
    5% | -3% | -3% | -9% | 6% | 0
- O=C1C2C3CCC(C3)C2C(=O)N1Cc1ccccc1 (stereo unspecified)
    -10% | -2% | 5% | -8% | 3% | 2
- O=C(CN(Cc1ccccc1)C(=O)c1csnn1)NCc1ccc2c(c1)OCO2
    4% | -13% | nt | -9% | 16% | 1

Following part.
Second line of a record: AmpC inh detg | Sm TGR inh | Giardia FBPA inh | AMA1-RON2 inh | HCV inhibitor | HCMV inh
- CC(=O)Nc1ccc(S(=O)(=O)N2CCN(c3nc(NC4CCCC4)c4ccccc4n3)CC2)cc1
    0% | 6% | -2% | -5% | 7.9µM* | -37
- CCOC(=O)N1CCN(C(=O)c2ccc(NS(C)(=O)=O)cc2)CC1
    ? | -4% | 7% | -8% | 8% | 28
- CCOc1ccc(NC(=O)N2CCC(NC(=O)C(Cc3cccc(F)c3)NC(C)=O)CC2)cc1 (stereo unspecified)
    -12% | 1% | -4% | 0% | 2% | 4
- CN(c1ncc(C(F)(F)F)cc1Cl)N1C(=O)c2cccc(N)c2C1=O
    -7% | 30% | -6% | -4% | 11% | -14

Grouped by structure: the entries above with a Cl atom.
Second line of a record: AmpC inh detg | Sm TGR inh | Giardia FBPA inh | AMA1-RON2 inh | HCV inhibitor | HCMV inh
- O=C(COC(=O)/C=C/c1ccco1)Nc1ncc(C(F)(F)F)cc1Cl
    0% | ? | 0% | -10% | 1% | 32
- CC12CCC(C(=O)Nc3ccc(Cl)cc3)([C@H](Br)C1=O)C2(C)C (stereo partly specified)
    1% | 7% | -9% | 11% | 5% | -61*
- O=C(c1cccc(Cl)c1)N(Cc1ccco1)C1CCS(=O)(=O)C1 (stereo unspecified)
    -13% | 0% | 9% | 12% | 5% | 12
- O=C(c1ccc2c(c1)N(Cc1ccc(Cl)cc1)C(=O)c1ccccc1S2(=O)=O)N1CCOCC1
    ? | -7% | nt | nt | nt | 11
- C[C@H](NC(N)=O)C(=O)Nc1ccc(N2CCOCC2)c(S(=O)(=O)Nc2ccc(Cl)cc2)c1
    -14% | -4% | nt | -7% | -1% | -40
- O=C(COc1cccc(Cl)c1Cl)NC1CC1
    nt | nt | nt | 16% | -17% | 35
- Cn1cccc1C(=O)NC(=O)COC(=O)CNC(=O)c1ccc(Cl)cc1Cl
    -2% | 1% | -23% | 14% | 19% | nt
- O=C(CN1CCN(CCOCCO)CC1)N1c2ccccc2Sc2ccc(Cl)cc21
    -3% | -7% | -12% | 18% | -19% | nt
- COc1ccc(CC(=O)NNC(=O)c2c(-c3ccccc3Cl)noc2C)cc1OC
    4% | -12% | 2% | 68%[activator] | 12% | -2
- CN(c1ncc(C(F)(F)F)cc1Cl)N1C(=O)c2cccc(N)c2C1=O
    -7% | 30% | -6% | -4% | 11% | -14
